Assay outcomes (PubChem)
D3 antag: blocks the human D3 dopamine receptor; max response, negative = inhibition, %; 2.5% of 360,000 active; D3R cells, DiscoveRx beta-arrestin luminescence, antagonist mode; active compounds read low; P35462; AID 652054; in the data active means max response below about -50%; inconclusive means no clear call, values can overlap the other calls; further: on the % scale 0 is the no-effect control and ±100 the full control effect; mostly tested at two doses, the higher about 12 µM
Target sequence (P35462 whole entry, looked up): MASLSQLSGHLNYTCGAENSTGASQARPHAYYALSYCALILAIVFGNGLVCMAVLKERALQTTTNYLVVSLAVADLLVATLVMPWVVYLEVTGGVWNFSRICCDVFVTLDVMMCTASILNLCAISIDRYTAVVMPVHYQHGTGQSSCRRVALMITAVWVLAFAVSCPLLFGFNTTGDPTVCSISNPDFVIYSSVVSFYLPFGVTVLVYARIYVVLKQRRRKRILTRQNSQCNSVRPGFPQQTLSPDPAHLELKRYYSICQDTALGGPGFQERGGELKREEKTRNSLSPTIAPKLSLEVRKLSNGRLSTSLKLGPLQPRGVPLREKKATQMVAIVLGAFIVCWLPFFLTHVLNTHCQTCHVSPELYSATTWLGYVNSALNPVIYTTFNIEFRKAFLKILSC
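Cells plated overnight at 1500 cells/well, then exposed to library compounds with dopamine controls for 90 minutes at 37 degrees C. DiscoveRx reagent added for 30–60 minutes at room temperature; luminescence read, quantitative HTS format.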
D3 ag: agonists of human D3 dopamine receptor | AID 652048 | D3R DiscoveRx beta-arrestin cells, luminescence, 90 min | max activation, % | 0.58% of 410,000 active | P35462; in the data active means max activation above about 30%; further: 0% is about no effect; mostly tested at two doses, the higher about 12 µM
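Agonist mode: compounds and dopamine controls were applied to plated cells for 90 min at 37 degrees C after an overnight attachment at 1500 cells/well. Luminescent read-out followed 30 - 60 minutes at room temperature with DiscoveRx detection reagent.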
TDP-43 yeast inh: inhibitors of TDP-43 toxicity in yeast; TDP-43 expressing yeast growth rescue, BacTiter-Glo, 24 h; Potency, µM (titrated, usually from 46.1 µM), inactives show at the top dose growth rescue (activation), hits mostly activators; 1.8% of 410,000 active; AID 652104; further: potency means the concentration at half of the fitted maximal effect; % of control where 0% means no effect; nearly all actives have a fitted effect of over 50% in size
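Readout is BacTiter-Glo luminescence of cell growth, so inhibitors register as activators. TDP-43-expressing yeast at OD600=0.02 in galactose medium, after raffinose pregrowth to mid-log, were incubated with compound for 24 hr at 30 deg C.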
EPAC2 antag: EPAC2 (human) antagonism; EPAC2 GEF exchange of Rap1B-BODIPY-GDP, fluorescence; 0.18% of 360,000 active; Potency, µM (series often up to 114 µM), without a hit: top-dose activity, negative = inhibition, hits mostly inhibitors; Q8WZA2; further: potency means the concentration at half of the fitted maximal effect; on the % scale 0 is the no-effect control and ±100 the full control effect; nearly all actives have a fitted effect of over 45% in size; many of its hits are not listed in these tables
EPAC2 ag: agonists of human EPAC2 (RAPGEF4); EPAC2 activation, biochemical qHTS; response scale: 100% = 6.5 mM cAMP response; 0.079% of 360,000 active; Potency, µM (doses to about 154 µM), without a hit: top-dose activation, actives largely listed as activators; AID 720711; further: potency means the concentration at half of the fitted maximal effect; nearly all actives have a fitted effect of over 50% in size
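Fluorescence exchange assay: 100 nM EPAC2 with 250 nM RAP1B-BODIPY-GDP and 50 uM GDP; compounds tested as a concentration-titration series (qHTS). Loss of Rap1-bound BODIPY-GDP fluorescence read at 480/540 nm; data normalized to 6.5 mM cAMP.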
Abeta rescue: A-beta toxicity reversal in yeast; yeast expressing A-beta42, growth rescue, OD600, 48 h; response scale: 0% DMSO, 100% iron-clioquinol control; Potency, µM (highest dose often 46.1 µM), inactives show at the top dose growth rescue, hits mostly activators; 0.063% of 410,000 active; further: potency means the concentration at half of the fitted maximal effect; nearly all actives have a fitted effect of over 55% in size
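Yeast A-beta toxicity model in growth medium with pinned compounds, 48 h at 30 C; growth read as absorbance at 600 nm. Normalized to FeCl3/clioquinol equimolar mix (positive) and DMSO (negative).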
aSyn yeast inh: rescues yeast growth from alpha-synuclein toxicity. Yeast expressing alpha-synuclein, growth rescue, BacTiter-Glo, 24 h. Potency, µM (doses to about 46.1 µM), for the others: at the highest dose growth rescue (activation), hits mostly activators. 0.14% of 370,000 active. AID 652106; further: potency means the concentration at half of the fitted maximal effect; % of control where 0% means no effect; nearly all actives have a fitted effect of over 65% in size
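Galactose-induced alpha-syn yeast (OD600=0.02, raffinose-pregrown) + pinned cpd, 24 hr, 30 deg C; growth by BacTiter-Glo luminescence. Growth restoration scores as activation.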
FUS yeast rescue: rescues growth of FUS-expressing yeast; AID 1347120; Potency, µM (titrated, usually from 76.6 µM), for the others: top-dose growth rescue (activation), hits mostly activators; S. cerevisiae FUS-expressing, growth rescue, OD600, 24 h; 0.24% of 390,000 active;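 further: potency means the concentration at half of the fitted maximal effect; plate controls were DMSO vehicle for no effect and reference control for full effect; nearly all actives have a fitted effect of over 55% in size; some results filed as inactive show a strong effect at the top dose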
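Read-out: OD at 600 nm after 24hr at 30C, reporting rescue of FUS-induced yeast toxicity. Cells at OD 0.005 in galactose (2%) minimal medium; compounds tested in a dilution series; CP55940 titration from 92uM final as control.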
An asterisk follows results filed as active; ? = inconclusive; · = not tested or not shown; & = joins results of further samples; [ ] = dose if it differs, or a comment. Unless noted, the call rests on the fitted dose curve; in most records, active means well fitted curve in the direction sought with a large enough effect; inconclusive means small, poorly fitted or top-dose-only effect, or another doubt; inactive means no such curve, though single readings can be large; an effect the other way counts as inactive or inconclusive. These rows are one share of the data, so the mix of outcomes need not match the whole.

SMILES	D3 antag	D3 ag	TDP-43 yeast inh	EPAC2 antag	EPAC2 ag	Abeta rescue	aSyn yeast inh	FUS yeast rescue
CCCc1c(C(=O)N/N=C/C(C)=C/c2ccccc2)nnn1-c1nonc1N	-11	6	7%	6%	-8%	-8%	-4%	6%
Cn1cnc([N+](=O)[O-])c1Sc1ccncn1	-16	-6	9%	3%	8%	7%	-4%	-5%
O=C(CCN1CCCCC1)c1ccc2c(c1)OCCO2	?	-33	-1%	18%	1%	-96%[inhibitor]	?	-1%
CN1CCC(N(C)CC(C)(C)NS(=O)(=O)c2ccccc2)CC1	15	-5	12%	1%	-5%	8%	2%	-10%
CC(=O)Nc1cc(NC(C)=O)cc(C(=O)OCC(=O)c2ccc3c(c2)NC(=O)CO3)c1	4	0	-16%	2%	-4%	-5%	-3%	30%
COc1ccc(S(=O)(=O)N2CCCOC2CNC(=O)C(=O)NCc2ccco2)cc1C (stereo unspecified)	2	2	-7%	-21%[57.1 µM]	8%	-1%	-4%	-11%
Cc1ccc(NC(=O)CCc2ccc(S(=O)(=O)N3CCOCC3)cc2)c(O)c1	15	-1	-6%	3%	7%	6%	3%	4%
COC(=O)COc1ccc(S(=O)(=O)Nc2ccc3c(c2)OCO3)cc1Cl	20	8	-11%	-10%	10%	11%	5%	22%
O=C(c1cc(-c2ccc(Cl)cc2)on1)N(Cc1ccc(F)cc1)Cc1ccco1	·	-7	-9%	·	·	-16%	·	5%
Cc1ccc(C)c(-n2nnc(C(=O)Nc3ccc(Br)cc3)c2C)c1	·	3	20%	·	·	-8%	·	-18%
O=c1c(Cl)nc2cc(Cl)ccc2n1CCNc1ncc(C(F)(F)F)cc1Cl	6	4	19%	10%	-7%	13%	0%	·
Cc1ccc(NCc2nc3ccccc3n2C)cc1C	-29	-5	2%	0%	3%	-6%	-1%	2%
CC(=O)C1=C(C)N(CC2CC2)C(=O)N[C@H]1c1ccc(Br)cc1	6	-5	4%	?	0%	2%	2%	-27%
O=C(NCC(c1ccco1)N1CCN(c2ccccc2)CC1)C(=O)NC1CCCC1 (stereo unspecified)	18	9	12%	1%	3%	19%	-5%	-16%
CCN(c1cccc(C)c1)S(=O)(=O)c1cnc[nH]1	17	1	-13%	8%	4%	5%	1%	-3%
COc1cc(OC)c(/C=N/NC(=O)c2ccncc2)cc1Br	-4	2	17%[9.22 µM]	0%	9%	3%	1%	0%
COc1cc(NC(=O)c2cc(-c3cccc(OC)c3)n[nH]2)cc(OC)c1	·	-17	?	·	·	-7%	·	-7%
O=c1[nH]cc(F)c(=O)n1C1OC(CO)C(O)C1O (stereo unspecified)	-20	-4	4%	8%	3%	-13%	-3%	-11%
O=C(Cc1cccs1)Nc1ccccc1C(=O)O	19	-4	-2%	-5%	17%	-12%	-3%	-11%
Clc1ccccc1CN1CCN(c2ncccn2)CC1	-4	21	-14%	-13%	-3%	-11%	1%	-13%
O=C(c1ccco1)N1CCN(Cc2cc(=O)c(OCc3ccccc3F)co2)CC1	0	5	?	16%	15%	0%	5%	-12%
CCCCc1cc(=O)oc2cc(C)cc(OCC(=O)N[C@@H](CSCc3ccccc3)C(=O)O)c12	40	-2	0%	?	-4%	4%	1%	12%
COc1ccc(-n2nnnc2CNC(=O)c2ccc3c(c2)OCO3)cc1	-7	-6	-3%	8%	-1%	-8%	-1%	9%
COc1ccccc1CNC(=O)CC12CC3CC(CC(Br)(C3)C1)C2	-1	-10	-21%	5%	13%	-6%	0%	21%
COc1ccccc1/C=C(/CC(=O)NCc1ccc(F)cc1)c1nc2ccccc2s1	24	6	11%	4%	1%	0%	-5%	22%
O=C(O)c1cccc2c1Cc1cc([N+](=O)[O-])ccc1-2	-26	-14	-79%[inhibitor]	7%	14%	-82%[inhibitor]	-12%	37%
CCOC(=O)c1ccc(-n2ccnc2)c(NC(=O)c2ccc(Cl)cc2)c1	0	2	14%	3%	8%	19%	8%	·
COCCNc1cc(C)nc2ccccc12	15	-1	-2%	-3%	14%	9%	1%	11%
COc1cccc(S(=O)(=O)Nc2ccc(C(O)(C(F)(F)F)C(F)(F)F)cc2)c1	0	-13	25%	-21%	-3%	-3%	-3%	12%
COc1ccccc1N1CCN(C(=O)C2CCCN(S(=O)(=O)c3ccc4c(c3)CCCN4C(C)=O)C2)CC1 (stereo unspecified)	7	2&21	-18%&11%	-11%	0%	-7%&-6%	-2%	32%&32%
CCOCc1c(C(=O)NC2CCCCCC2)oc2ccccc12	17	11	-22%[0.397 µM]	-8%	0%	13%	21%	3%
COc1ccc(-c2cc(=O)c3c(O)c(OC)c(O)cc3o2)cc1	5	0	6%	13%	-3%	-10%	-9%	-2%
Cc1ccccc1-c1nnn(CC(=O)N2CCN(C(=O)c3ccco3)CC2)n1	-10	-11	1%	-4%	8%	-10%	1%	14%
CCCNC(=O)C1(C)CCN1C(=O)Cc1ccc(-c2ccccc2)cc1 (stereo unspecified)	-21	-3	0%	1%	4%	10%	2%	9%
Cc1cccc(OCC(=O)Nc2nnc(S(=O)(=O)N3CCc4ccccc43)s2)c1	·	-8	6%	·	·	-6%	-5%	3%
Cc1cccc(C(=O)NNC2=C(C(=O)C(F)(F)F)CCC2)c1O	0	-6	-3%	4%	-10%	-39%[inhibitor]	-32%[inhibitor]	37%
C[C@@H]1CN([C@H](C)CO)C(=O)CCCn2nncc2CO[C@@H]1CN(C)S(=O)(=O)c1ccc(-n2cccn2)cc1	-1	0	5%	-6%	-3%	8%	4%	25%
CC(=O)c1cc2c(cc1NC(=O)CSc1nc3ccccc3o1)OCO2	31	-1	11%	1%	0%[15.6 µM]	3%	-15%	-18%
COc1cc2c3c(c1)C(C)CC(C)(C)N3C(=O)C2=O (stereo unspecified)	0	-3	17%	?	7%	8%	2%	6%
FC(F)(F)c1ccccc1Cc1c(C2CCCCC2)nc2c3ccccc3ccn12	-13	-14	-86%[inhibitor]	0%	9%	-84%[inhibitor]	-39%[inhibitor]	-12%

A section from the list above:
SMILES	D3 antag	D3 ag	TDP-43 yeast inh	EPAC2 antag	EPAC2 ag	Abeta rescue	aSyn yeast inh	FUS yeast rescue
CC(=O)c1cc2c(cc1NC(=O)CSc1nc3ccccc3o1)OCO2	31	-1	11%	1%	0%[15.6 µM]	3%	-15%	-18%
COc1cc2c3c(c1)C(C)CC(C)(C)N3C(=O)C2=O (stereo unspecified)	0	-3	17%	?	7%	8%	2%	6%
FC(F)(F)c1ccccc1Cc1c(C2CCCCC2)nc2c3ccccc3ccn12	-13	-14	-86%[inhibitor]	0%	9%	-84%[inhibitor]	-39%[inhibitor]	-12%

(further entries)
SMILES	D3 antag	D3 ag	TDP-43 yeast inh	EPAC2 antag	EPAC2 ag	Abeta rescue	aSyn yeast inh	FUS yeast rescue
CC1CCCCC1NC(=O)c1cc2c(s1)CS(=O)(=O)C2 (stereo unspecified)	-19	-8	-10%	-3%	6%	-3%	3%	?
CCOC(=O)c1cc(-c2ccc(OC)c(S(=O)(=O)Nc3ccc(OC)cc3OC)c2)on1	·	3	14%	·	·	-17%	·	40%
CCN(CC(=O)Nc1ccccc1C(F)(F)F)C(=O)c1ccc2c(c1)NC(=O)CS2	12	4	13%	-4%	-8%	1%	0%	-1%
O=C(O)/C=C/c1cn(-c2ccccc2)nc1-c1cccc([N+](=O)[O-])c1	4	-4	21%	-3%	-1%	-12%	1%	28%
COC(=O)c1sc(=S)n(-c2cccc(Cl)c2)c1N	-14	4	-5%	7%	4%	-2%	-9%	8%
Cc1[nH]n(-c2ccccc2)c(=S)c1C=NCCCN=Cc1c(C)[nH]n(-c2ccccc2)c1=S	-25	-4	15%	1%	4%	16%	-7%	9%
Cc1ccc(Sc2ccc(CN3CCCC3)cc2[N+](=O)[O-])cc1	-79*	-20	0%	-9%	15%	4%	7%	-29%
O=C1CCN(CC2CCCCC2)C=C1C(=O)c1ccccc1	9	-23	18%	-5%	6%	-7%	3%	2%
COc1ccc(-c2nc(NC(=O)c3[nH]c(C)c(C(C)=O)c3C)sc2C)cc1	11	5	35µM*	1%	3%	7%	9%	8%
c1ccc(C2c3[nH]c4ccccc4c3CCN2Cc2cccn2-c2cccnc2)nc1 (stereo unspecified)	?	2	-26%	9%	7%	-4%	-26%	26%
S=c1[nH]nc(-c2cc(-c3ccsc3)n[nH]2)n1-c1ccccc1	-5	-3	6%	1%	5%	-3%	0%	12%
Cc1nc(N)sc1C(=O)N/N=C/c1ccc([N+](=O)[O-])cc1	3	7	-26%	14%	6%	?	0%	2%
CCOC(=O)C1=C(C)NC2=C(C(=O)c3ccccc32)C1c1cccnc1 (stereo unspecified)	-16	-3	7%	1%[57.1 µM]	-5%	-2%	-18%	-14%
COC(=O)CNC(c1ccccc1)c1cc(Br)ccc1NC(C)=O (stereo unspecified)	9	-1	15%	-3%	5%	4%	-2%	15%
O=C(Nc1ccccc1)N(O)c1ccc(Cl)cc1	1	-7	-2%	10%	-1%	-12%	-13%	0%
CCc1nn(CCCC(=O)NCc2ccccc2Br)c(=O)c2cc3occc3n12	-6	-11&2	3%&18%	18%	8%	-22%	1%	17%&37%
CCN(CC)C(=O)C1=C(C)N(Cc2ccc(OC)cc2)C(=O)C(CC(=O)NC(c2ccccc2)c2ccccc2)C1 (stereo unspecified)	2	0	20%	-1%	10%	10%	1%	?
O=C(NN1C(=O)NC2(CCCCC2)C1=O)c1ccc(-c2ccc([N+](=O)[O-])cc2)o1	1	1	-17%	-2%	0%	-6%	-2%	?
Clc1cccc2sc(-c3nnc(-c4ccccc4)o3)c(Cl)c12	-12	3	0%	3%	-4%	-4%	7%	·
CC(C)OC1(c2ccccc2)OC(=O)c2ccccc21 (stereo unspecified)	4	-11	9%	35µM*	-11%	?	0%	-22%
Cc1cccc(C)c1NC(=O)CCCCCC1NC(=O)NC1C (stereo unspecified)	-7	4	0%	1%	9%	-21%	3%	-12%
CCC1CCc2c(sc(NC(=O)CSc3nc(-c4ccco4)cc(C(F)(F)F)n3)c2C#N)C1 (stereo unspecified)	-25	11	-7%	-13%	7%	15%	0%	-8%
Cc1ccccc1-c1ncc(CN2CCC(CO)(CCCc3ccccc3)CC2)cn1	-26	-15	17%	2%	6%	20%	10%	4%
COc1ccc(-c2nn(CCC(=O)O)cc2/C=N/NC(N)=S)cc1	-14	1	-3%	2%	8%	-17%	-1%	23%
